MazF activator: activators of E. coli MazEF toxin-antitoxin RNase, primary screen, biochemical, fluorescence, uHTS. Endoribonuclease toxin MazF (Escherichia coli (strain K12)), P0AE70. FAM/BHQ RNA-DNA oligo cleavage fluorescence, 5 h. activation, % at 20 µM. 350,000 tested, 0.32% active. AID 504720, 2011; in the data active = activation above about 50%
Target sequence (P0AE70 whole entry, looked up): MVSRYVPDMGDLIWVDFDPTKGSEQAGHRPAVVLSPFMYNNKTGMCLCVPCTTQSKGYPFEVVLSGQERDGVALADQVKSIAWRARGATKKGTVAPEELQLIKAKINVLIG
PrPC TRFRET: inhibitors of human cell surface prion protein PrPC, primary screen, cell-based, TR-FRET; Major prion protein (Homo sapiens), P04156; TR-FRET read-out; inhibition, % at 13.8 µM; 370,000 tested, 0.43% active; in the data active = inhibition above about 24%; note: 0% = median of the test wells and 100% = reference compound wells
Rv3671c inh: Rv3671c serine protease inhibitors, primary screen, biochemical, fluorescence polarization, M. tuberculosis H37Rv; P9WHR9; AID 2606, 2010; inhibition, % at 5.96 µM; 320,000 tested, 0.048% active; in the data active = inhibition above about 38%;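 note: extracellular domain of Rv3671c used as enzyme; 0% = enzyme with DMSO and 100% = no enzyme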
Target sequence (P9WHR9 whole entry, looked up, the tested form may be a part): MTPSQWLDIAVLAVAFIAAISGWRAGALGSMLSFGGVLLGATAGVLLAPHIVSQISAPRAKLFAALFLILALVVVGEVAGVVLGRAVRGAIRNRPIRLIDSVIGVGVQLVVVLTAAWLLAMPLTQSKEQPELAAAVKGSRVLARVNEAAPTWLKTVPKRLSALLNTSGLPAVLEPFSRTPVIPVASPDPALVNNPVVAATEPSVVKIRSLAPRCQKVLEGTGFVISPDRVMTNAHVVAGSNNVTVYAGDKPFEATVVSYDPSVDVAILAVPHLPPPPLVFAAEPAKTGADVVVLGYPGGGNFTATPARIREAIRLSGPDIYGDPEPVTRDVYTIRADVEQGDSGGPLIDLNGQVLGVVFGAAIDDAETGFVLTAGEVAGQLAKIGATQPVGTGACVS
Y pestis TopoI: Yersinia pestis topoisomerase I inhibitors, primary screen, biochemical, cleavage product accumulation, plate reader, single point; Y. pestis Topo-I cleavage product accumulation; activity, % at 10 µM; 360,000 tested, 0.064% active; AID 504884, 2011; in the data active = activity above about 50%, passing the limit was not always enough; note: inactives centre near 2
BH1578 lux ind: inducers of Vibrio cholerae quorum light production without autoinducers, primary screen, BH1578 luxS cqsA deficient, single point; activation, % at 18.7 µM; AID 588436, 2011; V. cholerae BH1578 lux reporter, luminescence, 6 h; 350,000 tested, 0.16% active; in the data active = activation mostly above about 9.7%, no sharp cut-off; note: not every result past the cut was called active; inactives centre near 0; reference of the scale not given here
3CLpro inhibitor: SARS-CoV 3CLpro protease inhibitors, primary screen, biochemical, quenched FRET; Replicase polyprotein 1ab (Severe acute respiratory syndrome coronavirus), P0C6X7; recombinant SARS-CoV 3CLpro, quenched FRET peptide cleavage; inhibition, % at 6 µM; 290,000 tested, 0.14% active; AID 1706, 2009; in the data active = inhibition above about 12%
CCHF vOTU inh: CCHFV vOTU protease inhibitors, primary screen, biochemical, Pep-AMC substrate, fluorescence; 370,000 tested, 0.55% active; Crimean-Congo hemorrhagic fever virus L polyprotein viral ovarian tumor (vOTU) protease …; inhibition, % at 11.5 µM; in the data active = inhibition above about 30%; note: 0% = vehicle wells with enzyme and 100% = no enzyme wells
PriA SSB inh: inhibitors of Klebsiella pneumoniae PriA binding to SSB C-terminal tail, primary screen, biochemical, AlphaScreen | AlphaScreen SSBct-PriA binding, biotinylated peptide | PriA–SSB C-terminal tail interaction (Klebsiella pneumoniae) | inhibition, % at 33 µM | 430,000 tested, 0.6% active; in the data active = inhibition mostly above about 37%, no sharp cut-off; inactive = mostly below about 20%;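 note: plate controls were negative control peptide for no effect and reference peptide for full effect; strong numbers were not always called active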
VHR inh abs: VHR1 phosphatase inhibitors, primary screen, biochemical, absorbance, uHTS. 290,000 tested, 0.52% active. recombinant VHR phosphatase, pNPP absorbance. inhibition, % at 13.3 µM; in the data active = inhibition above about 50%; note: some compounds called inactive have numbers as strong as hits
Target sequence (P51452 whole entry, looked up): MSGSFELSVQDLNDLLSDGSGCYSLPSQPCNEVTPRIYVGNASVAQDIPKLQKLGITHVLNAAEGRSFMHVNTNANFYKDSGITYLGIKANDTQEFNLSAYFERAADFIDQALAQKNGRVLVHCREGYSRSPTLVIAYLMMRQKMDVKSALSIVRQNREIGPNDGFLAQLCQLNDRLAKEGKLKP
TcdB GH inh: TcdB glycohydrolase inhibitors, primary screen, biochemical, single point, plate reader; AID 652162, 2013; Toxin B (Clostridioides difficile), P18177; 350,000 tested, 0.24% active; inhibition, % at 9.99 µM; TcdB glycohydrolase enzymatic assay; in the data active = inhibition above about 10%
* marks the source's active call; other numbers are inactive results; i = inactive; · = not tested or not shown; & = joins results of further samples.

#1 Cc1cnc(C(=O)OC(C(=O)c2c[nH]c3ccccc23)c2ccccc2)cn1 (stereo unspecified)
#2 Cn1cc(CCC(=O)NCCCc2ccccc2)c2ccccc21
#3 COc1ccccc1N1CCN(C(=O)Nc2ccc(F)c(Cl)c2)CC1
#4 O=C(CCC(=O)N/N=C/c1ccc(Br)o1)N/N=C/c1ccc(Br)o1
#5 COc1ccc(N(CC(=O)NCCSc2ccccc2)S(C)(=O)=O)cc1
#6 N#C/C(C(=O)c1ccccc1)=C1/CCCCCN1
#7 CCn1cc(CN2CCC(n3nccc3NC(=O)CCc3ccccc3)CC2)cn1
#8 Cc1ccc(CN2CCC(C)(Oc3ccc(Cl)cc3)C2)cc1 (stereo unspecified)

assay / compound	1	2	3	4	5	6	7	8
MazF activator	-1	0	6	2	3	12	-2	·
PrPC TRFRET	2	-2	2	-4	0	-5	1	-5
Rv3671c inh	3	14	0	-2	2	3	-3	·
Y pestis TopoI	4	3	14	5	2	3	-2	18
BH1578 lux ind	i	-6.7	-0.3	0.9	0.7	i	-0.3	i
3CLpro inhibitor	·	-5	7	1	0	3	-4	·
CCHF vOTU inh	14	-5	3	-2	-15	0	-7	-1
PriA SSB inh	-1	8	-8	·	-8	·	-1	·
VHR inh abs	·	5	25	-2	23	10	34	·
TcdB GH inh	-0.4	-0.3	0.6	0.9	-2.1	·	-0.2	1.3

#9 CCOc1ccc(/C=C2\SC(=S)N(N3C(=O)C4CC4C3=O)C2=O)cc1 (stereo unspecified)
#10 CCOC(=O)Cc1nnn(CC(=O)OCC)n1
#11 CC(C)NC(=O)C(C)Oc1ccc(S(=O)(=O)NCc2ccc3c(c2)OCO3)cc1 (stereo unspecified)
#12 C[N+]1(C2CCC3CCCC2C3O)CCCCC1 (stereo unspecified)
#13 CC(=O)/C=C\c1cn(-c2ncc(C(F)(F)F)cc2Cl)c2ccccc12
#14 Cc1cc2c(c(=O)n1CC1CCCO1)C(c1ccco1)C(C#N)=C(N)O2 (stereo unspecified)
#15 Cn1c2c(c(=O)n(C)c1=O)C(C(F)(F)F)(C(F)(F)F)N=C(c1ccc(Cl)cc1)N2
#16 CO/N=C(\Cn1ncc(N2CCOCC2)c(Br)c1=O)c1ccc(Cl)cc1

assay / compound	9	10	11	12	13	14	15	16
MazF activator	-7	-1	10	2	6	2	7	3
PrPC TRFRET	-3	-1	-6	1	9	-3	·	8
Rv3671c inh	-2	4	4	-3	-3	-6	6	-1
Y pestis TopoI	6	-3	3	-1	37	0	1	4
BH1578 lux ind	-0.4	-0.5	0.7	i	i	-0.4	-0.3	-0.1
3CLpro inhibitor	4	-1	-1	0	6	-3	1	4
CCHF vOTU inh	-1	7	4	-3	12	-14	·	8
PriA SSB inh	14	-3	-14	-1	-8	-13	-5	·
VHR inh abs	22	7	14	26	85	32	12	22
TcdB GH inh	0.6	·	1.1	1.4	·	·	·	1.8

#17 CC(=O)C[C@@H](O)CC(=O)[C@@H]1OC(=O)CCCCCCCCc2ccccc21
#18 O=C(CCC(=O)N1C[C@H]2C[C@@H](C1)c1cccc(=O)n1C2)NCc1ccccc1C(F)(F)F
#19 CCOc1ccc(C(CC(=O)O)NC(=O)C23CC4CC(CC(C4)C2)C3)cc1 (stereo unspecified)
#20 CCOc1cccc2sc(N(CCCN(C)C)C(=O)Cc3ccccc3)nc12
#21 O=C(O)c1ccccc1NS(=O)(=O)c1cccc(-n2sc3ccccc3c2=O)c1
#22 CN(c1ccccc1)S(=O)(=O)c1ccc(NC(=O)C2CC2)cc1
#23 COc1ccccc1C(=O)N/C(=C\c1cn(S(=O)(=O)N(C)C)c2ccccc12)C(=O)N1CCOCC1
#24 CCOC(=O)c1ccc(CC2SC(N)=NC2=O)cc1 (stereo unspecified)

assay / compound	17	18	19	20	21	22	23	24
MazF activator	5	1	3	9	1	2	9	5
PrPC TRFRET	0	0	-3	-10	-3	8	-3	0
Rv3671c inh	1	-3	-3	4	-12	5	11	6
Y pestis TopoI	1	-6	4	13	-9	2	4	-5
BH1578 lux ind	1.3	-0.3	-0.8	-2.0	-0.5	-1.1	i	i
3CLpro inhibitor	·	·	4	1	5	4	1	-1
CCHF vOTU inh	-1	4	0	-2	16	-19	14	3
PriA SSB inh	-9	·	-2	0	13	-6	0	·
VHR inh abs	·	·	18	34	21	19	-36	27
TcdB GH inh	-0.2	-0.3	·	0.4	-0.8	-0.9	1.9	-0.1

Some entries already given with just CCHF vOTU inh:
# | mol | CCHF vOTU inh
24 | CCOC(=O)c1ccc(CC2SC(N)=NC2=O)cc1 (stereo unspecified) | 3
19 | CCOc1ccc(C(CC(=O)O)NC(=O)C23CC4CC(CC(C4)C2)C3)cc1 (stereo unspecified) | 0
21 | O=C(O)c1ccccc1NS(=O)(=O)c1cccc(-n2sc3ccccc3c2=O)c1 | 16
22 | CN(c1ccccc1)S(=O)(=O)c1ccc(NC(=O)C2CC2)cc1 | -19
23 | COc1ccccc1C(=O)N/C(=C\c1cn(S(=O)(=O)N(C)C)c2ccccc12)C(=O)N1CCOCC1 | 14
17 | CC(=O)C[C@@H](O)CC(=O)[C@@H]1OC(=O)CCCCCCCCc2ccccc21 | -1

Carrying on.
#25 Nc1ccc(Cl)c(S(=O)(=O)Nc2cccc(Cl)c2)c1
#26 COC(=O)C1=C(N)OC2=C(C(=O)CC(C)(C)C2)C1c1cc2c(cc1Cl)OCO2 (stereo unspecified)
#27 Cc1cc(F)ccc1S(=O)(=O)N1CCCOC1CNC(=O)C(=O)NCCN1CCOCC1 (stereo unspecified)
#28 CCOc1ccc2cc(C(=O)NCc3ccccc3)c(=N)oc2c1
#29 Cc1ccc(-c2cc(-c3ccccc3)no2)c(O)c1
#30 COc1cc(OC)cc(C(=O)NC2CCN(CCCOc3ccccc3)CC2)c1
#31 Cc1cc2c([nH]c3ccccc32)c2c1OC(C)(C)C=C2
#32 COc1ccccc1CNC(=O)C1CCN(S(=O)(=O)c2ccc3c(c2)C(C)(C)C(=O)N3C)CC1

assay / compound	25	26	27	28	29	30	31	32
MazF activator	10	8	1	31	-2	9	-19	8
PrPC TRFRET	5	2	5	2	0	-11	4	-4
Rv3671c inh	-2	-17	5	1	-5	11	0	-7
Y pestis TopoI	-2	2	-1	16	-6	7	-30	16
BH1578 lux ind	i	i	0.5	-0.6	-0.1	-0.2	-0.6	-0.2
3CLpro inhibitor	2	-2	-4	3	2	2	·	-5
CCHF vOTU inh	8	-13	-7	-35	-2	-3	6	-2
PriA SSB inh	6	3	-2	-22	-3	-11	-4	-2
VHR inh abs	18	5	30	-15	32	5	3	2
TcdB GH inh	2.7	1.3	0.1	1.4	·	-1.5	0.7	0.8

Taken from above:
compound 26 @ PriA SSB inh = 3
compound 31 @ PriA SSB inh = -4
compound 27 @ MazF activator = 1
compound 29 @ CCHF vOTU inh = -2
compound 25 @ PriA SSB inh = 6

The results go on.
#33 OCCC1CN(Cc2nc3ccccc3[nH]2)CCN1C1CCCC1 (stereo unspecified)
#34 N#Cc1cn(CC(=O)NCC2CCCO2)c2ccccc12 (stereo unspecified)
#35 CN(C(=O)C1CCOC1)c1nnc(-c2ccncc2)s1 (stereo unspecified)
#36 O=C(NCCN1CCOCC1)c1ccc(Cl)c([N+](=O)[O-])c1
#37 Cc1ccc(C(=O)CCNc2ccccc2)o1
#38 O=C(CSc1nnc(CNC(=O)c2ccco2)o1)Nc1nc2ccccc2s1
#39 Cc1ccc(Nc2ncnc3c2cnn3C)c(C)c1
#40 Cc1cc2cc(CNC(=O)c3cc4ccccc4o3)ccc2n1C

assay / compound	33	34	35	36	37	38	39	40
MazF activator	9	6	2	9	-3	5	12	·
PrPC TRFRET	-3	-3	-2	-23	6	0	2	·
Rv3671c inh	-11	1	-4	-7	0	-8	2	6
Y pestis TopoI	0	-2	0	0	-1	-8	-7	·
BH1578 lux ind	-0.3	i	5.0	i	-8.3	i	i	·
3CLpro inhibitor	0	-3	3	2	5	-5	-3	1
CCHF vOTU inh	18	3	-1	-5	11	5	2	·
PriA SSB inh	-12	-3	-11	-4	2	-8	2	11&16
VHR inh abs	15	36	13	1	18	10	12	25
TcdB GH inh	0.7	1.7	·	0.6	·	0.2	0.4	·

#41 CN(C)C(=O)Oc1ccc(-c2nnco2)cc1
#42 O=C(O)Cc1sc(Nc2cccc3ccccc23)nc1-c1ccc(Cl)cc1
#43 CCOc1cc(-c2nc3n(c(=O)c2C#N)CCS3)ccc1O
#44 CC(C)C(=O)NC(=S)Nc1c(Cl)ccc2nsnc12
#45 COCCN(C(=O)CSc1nc2ccc(C)cc2[nH]1)c1c(N)n(Cc2ccccc2)c(=O)[nH]c1=O
#46 Cc1ccc(S(=O)(=O)CCC(=O)N2CCN(c3ccc(Cl)cc3)CC2)cc1
#47 O=C(N/N=C/c1sc(=O)n(-c2ccccc2)c1Cl)c1ccccc1
#48 COc1ccc(/C=N/NC(=O)CCn2c3ccccc3c3ccccc32)cc1OC

assay / compound	41	42	43	44	45	46	47	48
MazF activator	6	-5	-3	7	6	-2	-45	-9
PrPC TRFRET	0	7	-26	-21	-1	-2	-16	5
Rv3671c inh	2	0	0	6	-9	5	-5	-2
Y pestis TopoI	9	-13	-3	-3	11	9	-12	26
BH1578 lux ind	-0.2	-8.3	-0.3	-0.5	-0.5	0.2	-2.3	-0.3
3CLpro inhibitor	-3	3	1	2	-4	-3	5	1
CCHF vOTU inh	0	3	-5	12	-11	-2	-1	-2
PriA SSB inh	-11	-10	-5	3	5	-8	·	·
VHR inh abs	17	-20	-5	8	4	22	-1	32
TcdB GH inh	1.2	0.0	0.4	0.5	-1.0	1.2	0.9	1.1

Entries of single compounds from above. Screens in order: MazF activator, PrPC TRFRET, Rv3671c inh, Y pestis TopoI, BH1578 lux ind, 3CLpro inhibitor, CCHF vOTU inh, PriA SSB inh, VHR inh abs, TcdB GH inh
`N#Cc1cn(CC(=O)NCC2CCCO2)c2ccccc12` (stereo unspecified) as listed: 6, -3, 1, -2, i, -3, 3, -3, 36, 1.7
`CC(C)C(=O)NC(=S)Nc1c(Cl)ccc2nsnc12` as listed: 7, -21, 6, -3, -0.5, 2, 12, 3, 8, 0.5

Further structures:
#49 O=C(NCc1ccco1)/C(=C/c1ccco1)NC(=O)c1ccco1
#50 COc1ccc(N2CCN(C(=O)c3cn(CC4CCCCC4)nn3)CC2)cc1
#51 CC(C(=O)N1CCc2ccccc21)N1CCc2ccccc2C1 (stereo unspecified)
#52 O=C(NN1CCOCC1)c1cc(Cl)ccc1Cl
#53 Cc1ccccc1C(=O)NC1CCN(CC(=O)Nc2ccccc2Cl)CC1
#54 Clc1ccc2nc(CSCc3ccccc3)cn2c1
#55 Cc1ccc(S(=O)(=O)N2CCOCC2)cc1NC(=O)CNc1ccccc1N1CCCC1=O
#56 O=C(CSC1=NC(=O)C(c2ccccc2)C(=O)N1)Nc1ccccc1[N+](=O)[O-] (stereo unspecified)
#57 COc1ccc(CN2CCC(C(=O)Nc3ccc(Oc4cccnc4)cc3)CC2)cc1

assay / compound	49	50	51	52	53	54	55	56	57
MazF activator	-14	4	3	4	4	13	3	-13	4
PrPC TRFRET	-9	9	-5	1	6	0	4	-4	-16
Rv3671c inh	4	0	0	6	-1	-7	·	4	-4
Y pestis TopoI	0	34	3	5	6	0	-4	7	-2
BH1578 lux ind	-0.4	-0.2	-1.6	-0.5	1.8	i	-14	-0.4	i
3CLpro inhibitor	-1	-1	-8	-2	1	4	·	4	-2
CCHF vOTU inh	8	5	2	20	-4	15	-3	-6	-7
PriA SSB inh	3	4	-6	-2	-18	-11	1	-13	-8
VHR inh abs	15	18	4	14	24	9	·	22	12
TcdB GH inh	-1.6	-0.5	·	0.9	-0.2	0.4	1.0	0.5	6.4

The list is partial, so the mix of outcomes need not match the whole.
